Runt-CBFb FRET: Runt domain-CBFb interaction inhibition | AID 1496 | Q01196+Q13951 | Cerulean-Runt/Venus-CBFb FRET ratio 530/480, 1 h | inhibition, % at 20 µM | 220,000 compounds, 0.46% hits;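 active means inhibition over about 50% at 20 µM in the single-dose screen, limit read from the data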;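 further: 0% = DMSO wells and 100% = excess unlabeled CBFb competitor control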
Target sequence (Q01196 whole entry, looked up, the tested form may be a part): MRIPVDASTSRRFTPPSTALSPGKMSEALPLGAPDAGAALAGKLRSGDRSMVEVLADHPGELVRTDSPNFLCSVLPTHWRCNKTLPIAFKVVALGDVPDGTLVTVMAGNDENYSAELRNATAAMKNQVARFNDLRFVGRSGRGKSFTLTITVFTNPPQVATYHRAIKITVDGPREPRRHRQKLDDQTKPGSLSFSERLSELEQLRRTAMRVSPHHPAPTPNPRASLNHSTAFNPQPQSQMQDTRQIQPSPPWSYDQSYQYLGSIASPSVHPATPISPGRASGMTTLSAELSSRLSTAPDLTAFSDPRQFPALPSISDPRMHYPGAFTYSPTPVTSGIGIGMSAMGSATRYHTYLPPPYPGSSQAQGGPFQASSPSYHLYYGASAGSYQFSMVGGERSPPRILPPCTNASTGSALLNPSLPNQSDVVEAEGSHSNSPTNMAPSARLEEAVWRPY
Target sequence (Q13951 whole entry, looked up, the tested form may be a part): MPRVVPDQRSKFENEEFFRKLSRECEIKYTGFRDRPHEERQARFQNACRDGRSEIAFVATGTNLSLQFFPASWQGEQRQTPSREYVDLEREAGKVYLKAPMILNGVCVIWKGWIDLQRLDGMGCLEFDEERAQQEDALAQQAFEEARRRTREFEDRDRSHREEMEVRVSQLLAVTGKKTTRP
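System: Cerulean-labeled Runt domain protein | Quantity: 100 nM of each labeled protein | Schedule: 1 h compound exposure, room temperature | Detection: Fluorescence energy transfer, 422 nm excitation, 530/480 nm emission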
Runt-SMMHC FRET: blocks binding of human RUNX1 Runt domain to CBFb-SMMHC; Q01196+Q13951; Cerulean-Runt/Venus-CBFb-SMMHC FRET ratio 530/480, 1 h; inhibition, % at 20 µM; 220,000 compounds, 0.74% hits;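 active means mean inhibition across duplicate retests at 20 µM reaching about 50%, limit read from the data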;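 further: 0% = DMSO wells and 100% = wells with excess untagged CBFb-SMMHC; inhibitors lower the FRET ratio by blocking Runt binding to CBFb-SMMHC; some results filed as inactive read as strong as hits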
RBBP9 inh: inhibitors of human serine hydrolase RBBP9; O75884; recombinant RBBP9, FP-Rh probe fluorescence polarization; inhibition, % at 7.94 µM; 220,000 compounds, 0.2% hits;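 active means inhibition above the campaign mean of all tested compounds plus 3 SD, cut at about 14% in these data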;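 further: plate controls were DMSO wells with RBBP9 for no effect and wells lacking RBBP9 protein for full effect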
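Measured by: FP readout at 525/598 nm; material: recombinant human RBBP9; also added: Serine-hydrolase probe FP-Rh, 375 nM pre-mixing; medium: Tris buffer pH 8.0, NaCl, Pluronic; replication: one well per compound; doses: one concentration, 7.94 µM nominal, 0.794% DMSO; timing: preincubation 30 min plus labeling 45 min at 25 °C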
PGE2 EP2 inh: EP2 receptor (human) inhibition | inhibition, % at 25 µM | C6 glioma cells expressing human EP2, cAMP TR-FRET; cells stimulated with saturating PGE2 | 260,000 compounds, 0.52% hits | AID 1422 | P43116;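 active means percent inhibition above 40 after rounding to a whole number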;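 further: rat C6 glioma host cells with rolipram phosphodiesterase inhibitor present; the protocol text gives 20 µM as final concentration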
Target sequence (P43116 whole entry, looked up): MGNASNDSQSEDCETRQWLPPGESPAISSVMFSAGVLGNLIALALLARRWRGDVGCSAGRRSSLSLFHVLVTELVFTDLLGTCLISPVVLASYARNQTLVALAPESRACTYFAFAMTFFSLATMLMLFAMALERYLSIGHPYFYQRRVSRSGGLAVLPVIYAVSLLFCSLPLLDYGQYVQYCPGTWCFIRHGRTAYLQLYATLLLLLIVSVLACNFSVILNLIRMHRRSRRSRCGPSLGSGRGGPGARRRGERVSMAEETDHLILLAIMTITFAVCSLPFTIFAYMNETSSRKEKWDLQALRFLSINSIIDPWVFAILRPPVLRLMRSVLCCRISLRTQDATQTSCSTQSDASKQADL
zVAD death inh: L929 zVAD cell death inhibition. L929 zVAD necroptosis rescue, ATP luminescence, 24 h; with zVAD 60 µM. viability rescue, % at 10 µM. 220,000 compounds, 0.38% hits. AID 1377;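 active means activation, scaled between plate controls, above about 75%, limit read from the data; inactive means activation under that limit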;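 further: 0% = zVAD with DMSO and 100% = DMSO alone without zVAD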
EP2 mod: modulators of human EP2 prostaglandin E2 receptor; P43116; EP2-expressing cells, cAMP HTRF FRET, PGE2 co-stimulation; induction, % at 25 µM; 260,000 compounds, 0.83% hits;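 active means compounds whose cAMP rise, as percent of the full-agonist control response, exceeds 60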;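 further: rat C6 glioma line stably carrying human EP2 under a CMV promoter; the protocol text gives 20 µM as final concentration; 100% = response of wells given 1 µM PGE2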
PERK inh: inhibitors of human PERK kinase | Q9NZJ5 | 220,000 compounds, 0.17% hits | CHO PERK-DD fusion, SEAP luminescence translation reporter | inhibition, % at 5.6 µM;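 active means inhibition above the mean inhibition of all tested compounds plus 3 SD, set separately per screening campaign, cut at about 2.9% in these data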;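 further: PERK kinase domain activated by AP20187 dimerizer at 100 nM; 0% = DMSO with dimerizer and 100% = rapamycin at 8.4 µM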
TNF necrop inh: TNF-alpha cell death inhibition in Jurkat FADD-/- cells | Jurkat FADD-/- TNF necroptosis rescue, ATP luminescence, 24 h; 0 = TNF only, 100 = no-TNF cells | activation (protection from cell death), % at 10 µM | 220,000 compounds, 0.068% hits | AID 463075;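 active means activation, meaning protection from cell death, of at least 50% relative to plate controls; inactive means activation below 50%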;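 further: necroptosis triggered by 40 ng/mL TNF-alpha added together with compound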
Hck-Nef inh: inhibitors of human Hck kinase activated by Nef; AID 463187; P08631; 220,000 compounds, 0.68% hits; Recombinant Hck-YEEI plus Nef, Z-Lyte FRET kinase assay; inhibition, % at 20 µM;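 active means Hck-Nef kinase inhibition above about 50%, limit read from the data; inactive means inhibition below that limit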;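 further: 0% = DMSO with Hck plus Nef and 100% = Hck alone without Nef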
Numbers without * were called inactive; / = not tested or not shown; & = joins results of further samples. A portion of the library; count on the stated rates, not on these rows.

SMILES | Runt-CBFb FRET | Runt-SMMHC FRET | RBBP9 inh | PGE2 EP2 inh | zVAD death inh | EP2 mod | PERK inh | TNF necrop inh | Hck-Nef inh
COc1ccc(NC(=O)COn2nnc3ccc(Cl)cc32)cc1OC | -3 | 0 | -7 | / | -0.1 | 2 | -0.1 | -2.2 | 0
FC(F)(F)c1cc(-c2cccs2)n[nH]1 | 1 | 2 | -9 | 14 | 1.2 | 10 | -0.3 | -1.1 | -5
C/C(=N\Nc1ccc(Cl)c(C(=O)O)c1)c1ccccn1 | 1 | -3 | -7 | 9 | 0.4 | 13 | 0.5 | 1.4 | -4
Cc1n[nH]c(C)c1S(=O)(=O)N1CCc2ccccc21 | -2 | 4 | -4 | 11 | -0.5 | 6 | 0.8 | -2.9 | 2
CCCCNS(=O)(=O)c1cccc(S(=O)(=O)N2CCCC2)c1 | -2 | 0 | 2 | 7 | 0.5 | 21 | 0.4 | 1.4 | 2
c1ccc2c(c1)oc1c(N3CCOCC3)ncnc12 | -1 | -2 | 0 | 7 | 2.7 | 4 | 0.0 | -13 | 1
CNC(=O)c1cc2c(ccc3ccccc32)oc1=N | 108* | 83* | -1 | 7 | -0.6 | 14 | 1.6 | -3.7 | 8
NS(=O)(=O)c1ccc(CCNC(=O)C2CCC(CNS(=O)(=O)c3ccc(Br)s3)CC2)cc1 (stereo unspecified) | -6 | -5 | -8 | 8 | 2.4 | 8 | 0.6 | 2.3 | 21
C=CCNC(=O)CC(=O)N/N=C/c1ccccc1F | 1 | -8 | 1 | 11 | 0.0 | 12 | 1.4 | -1.4 | 0
COc1cc(C(O)P(=O)(OC(C)C)OC(C)C)cc(OC)c1OC (stereo unspecified) | 0 | 1 | -9 | 4 | 0.4 | 22 | -0.1 | 1.5 | 0
CCOC(=O)N1CCN(c2nc3ccccc3n3cnnc23)CC1 | -2 | 2 | -14 | 11 | -1.2 | -43 | 0.2 | -1.1 | 32
CCn1c2ccccc2c2cc(NC(=O)CSc3nnc(-c4cccc(Cl)c4)o3)ccc21 | 0 | -1 | -11 | / | 1.1 | -5 | -0.6 | -3.9 | 0
ONC(=Nc1cccc(C(F)(F)F)c1)c1cccnc1 | 0 | 0 | 7 | 11 | -0.4 | -8 | 1.3 | -2.7 | 18
COc1cccc(Oc2cnc(N)nc2-c2ccc(OC)cc2O)c1 | 0 | -2 | -2 | 4 | 2.3 | -41 | 0.0 | -8.8 | 14
Cc1nnc(NC(=O)COc2ccccc2)s1 | 2 | 0 | 6 | -3 | 0.3 | 3 | -0.1 | 11 | 1
C/C(CC(=O)NC1CCCCC1)=N\NC(=O)COc1ccc(C)cc1Br | -1 | 1 | -4 | 7 | 0.8 | 11 | 0.9 | 1.4 | 7
Cc1cc(CSC(=N)N)c(CSC(=N)N)cc1C | 0 | -3 | 4 | 8 | 0.9 | 14 | -0.1 | 0.4 | 11
Cc1ccc(NC(=O)CC2C(=O)NCCN2C(=S)Nc2ccccc2)c(C)c1 (stereo unspecified) | -2 | 3 | -7 | 7 | -0.1 | 0 | 1.3 | 0.6 | 0
COCc1c(Br)c(C)nc(OCC(=O)N/N=C/c2ccc(C)o2)c1C#N | -2 | 0 | -11 | 4 | -0.2 | -34 | 0.3 | 0.2 | -9
COC(=O)C1=C(C)NC(C)=C(C(=O)OC)C1c1ccccc1[N+](=O)[O-] | 10 | 9 | 0 | 17&25&16 | 61 | -29&-37&4 | -0.6 | -13 | -13
O=C(Nc1ccc2c(c1)OCCO2)C1CCN(S(=O)(=O)c2ccc(Br)s2)CC1 | 1 | -2 | -3 | 13 | -1.2 | -55 | -1.1 | -3.6 | 5
NC(N)=N/N=C/c1ccccc1Cl | 0 | -8 | 5 | 5 | 0.7 | -23 | -0.5 | 2.6 | 12
CSC(=NC#N)N1CCN(c2ccccn2)CC1 | -1 | 2 | -7 | 11 | 0.0 | 18 | 0.6 | 0.2 | -3
Cn1nnc(NC(=O)c2ccc3ccccc3c2)n1 | 3 | -2 | -10 | 9&7 | / | -25&6 | 0.4 | -1.3 | -12

In the list so far, 2 contain a furan ring, fused or not.
SMILES | Runt-CBFb FRET | Runt-SMMHC FRET | RBBP9 inh | PGE2 EP2 inh | zVAD death inh | EP2 mod | PERK inh | TNF necrop inh | Hck-Nef inh
c1ccc2c(c1)oc1c(N3CCOCC3)ncnc12 | -1 | -2 | 0 | 7 | 2.7 | 4 | 0.0 | -13 | 1
COCc1c(Br)c(C)nc(OCC(=O)N/N=C/c2ccc(C)o2)c1C#N | -2 | 0 | -11 | 4 | -0.2 | -34 | 0.3 | 0.2 | -9

The list goes on:
SMILES | Runt-CBFb FRET | Runt-SMMHC FRET | RBBP9 inh | PGE2 EP2 inh | zVAD death inh | EP2 mod | PERK inh | TNF necrop inh | Hck-Nef inh
N#Cc1cc(-c2ccccc2)cn(Cc2c(Cl)cccc2Cl)c1=O | 2 | -1 | -6 | 8 | -0.4 | -4 | -0.2 | -2.2 | 0
CCN(Cc1ccccc1)C(=O)Cn1c(=O)oc2ccccc21 | -2 | 3 | -12 | 3 | 1.5 | 32 | -0.2 | 1.7 | 13
N#C/C(=C/c1ccc([N+](=O)[O-])cc1)C(N)=O | 1 | 0 | 4 | 6 | 1.3 | -34 | 1.4 | 0.0 | 26
COc1ccc2nc(C)cc(Nc3ccc(N4CCOCC4)cc3)c2c1 | 2 | -5 | 0 | 8 | 0.3 | -22 | -0.8 | -4.3 | 1
CCNC(=S)N/N=C/c1cccc(/C=N/NC(=S)NCC)c1 | 1 | 23 | -2 | 5 | 2.4 | -1 | 0.2 | -0.6 | 10
COc1ccc(N2CCN(C(=O)C3CCCO3)CC2)cc1 (stereo unspecified) | 2 | -2 | -7 | 10 | -0.8 | -11 | -0.3 | -1.2 | -1
CCC(NS(=O)(=O)c1ccc(OC)cc1)C(=O)NCCC1=CCCCC1 (stereo unspecified) | 0 | 1 | -5 | 3 | -0.5 | 8 | -1.2 | -0.3 | 1
Cc1cccc(N2CCN(C(=O)Cc3c(C(=O)O)[nH]c4ccc(Cl)cc34)CC2)c1C | -4 | -5 | -9 | 17 | 0.1 | -5 | 1.6 | -2.2 | 0
O=C1CC(Cc2ccc(Cl)cc2)C(=O)N1c1ccncc1 (stereo unspecified) | 0 | 0 | -4 | 8 | 1.6 | 18 | 0.2 | -0.3 | 4
CSC1=NCCN1C(=O)C(C)Oc1ccccc1 (stereo unspecified) | 0 | 0 | -6 | 11 | 1.1 | -6 | 1.6 | 1.4 | -2
CC(C)c1cc(O)c(-c2ccccc2)c(=O)n1-c1ccc(Cl)cc1 | -2 | 1 | -9 | 8 | -0.4 | 9 | 0.4 | -1.6 | -2
C=CCn1c(N)c(C(=O)Nc2ccccc2OC)sc1=S | 1 | 0 | 5 | 11 | 2.5 | 14 | 0.0 | 1.1 | 3
O=C(O)c1ccc(NS(=O)(=O)/C=C/c2ccccc2)cc1 | -1 | -2 | 7 | 3 | -0.1 | 19 | -0.1 | 0.1 | 2
CCOc1cc(/C=C2\C(=O)N(Cc3ccco3)C(C)=C2C(=O)OC)ccc1O | 29 | 8 | 7 | 9 | -0.2 | 35 | -0.2 | 1.6 | 37
CCOC(=O)C1CCCCN1C(=O)CCc1c(C)nc2cc(-c3ccccc3)nn2c1C (stereo unspecified) | -4 | 1 | -4 | / | -0.9 | 12 | -1.0 | -4.1 | 1
COc1ccc(S(=O)(=O)N(CC(=O)N2CCN(c3ccccc3)CC2)c2ccccc2)cc1 | -3 | 2 | 1 | 7 | 0.1 | -16 | -0.3 | -0.5 | -2
Cc1ccc(C(=O)NCCNc2ccc(Cl)cc2[N+](=O)[O-])o1 | -4 | -5 | -2 | 6 | -0.1 | -9 | 1.2 | -2.3 | 1
O=C(COc1ccccc1)NNC(=O)COc1ccc([N+](=O)[O-])cc1 | -2 | -2 | -12 | 11 | 1.8 | -2 | 0.2 | 0.1 | 27
O=C(N/N=C/c1c[nH]c2ccc(Br)cc12)c1ccncc1 | 2 | 2 | -3 | 9 | 2.0 | -5 | 0.9 | 0.3 | 6
CCCCN(CC)CCNC(=O)c1nn(-c2ccc(OC)cc2)c(=O)c2c1c1ccccc1n2C | -5 | 1 | -3 | 6 | -0.2 | -3 | 0.2 | 1.8 | 22
CCOc1ccc(Oc2c(/C=N/NC(=O)COc3ccccc3OC)c(C)nn2-c2ccccc2)cc1 | -3 | 1 | -17 | 10 | 0.6 | 13 | -1.0 | 0.0 | 0
Cc1cc(C)cc(N(CC(=O)NCC2CCCO2)C(=O)CN2C(=O)COc3ccccc32)c1 (stereo unspecified) | 2 | 0 | -2 | 9&9 | -0.2 | 2&-17 | -0.5 | 1.1 | 0
O=C(N/N=C/c1c[nH]c2ccccc12)c1ccn[nH]1 | 0 | 0 | -5 | 2 | 2.4 | -41 | 1.1 | 5.1 | 19
Cc1ccccc1N(C(=O)Cc1c[nH]c2ccccc12)C(C(=O)NC1CCCCC1)c1ccco1 (stereo unspecified) | 2 | 8 | 3 | 4 | 0.2 | 20 | 1.6 | 1.6 | 4
CCOC(=O)c1c(NC(=O)c2ccco2)sc2c1CCCCC2 | -7 | -1 | 3 | 19 | 0.9 | 79* | -0.7 | 0.1 | 2
O=C(NCc1ccc2c(c1)OCO2)c1nn(-c2ccccc2)c(=O)c2ccccc12 | 0 | 0 | 1 | 12 | 0.7 | 35 | -1.4 | -2.7 | -1
O=C(CSCc1n[nH]c(=O)[nH]1)NCCOc1cccc(Oc2ccccc2)c1 | -2 | 3 | -4 | 0 | -0.1 | 21 | 1.7 | -1.7 | 0
O=c1[nH]c(N2CCN(c3ccccc3)CC2)nc2c1CCC2 | 0 | 1 | -10 | 16 | 0.2 | 1 | 0.2 | 0.3 | 1
Cc1occc1C(=O)NN=C1C2CC3CC(C2)CC1C3 | -1 | -1 | 1 | 7 | -0.4 | 15 | 2.5 | 0.4 | 8
COc1ccc(-c2[nH]ncc2CN(CC2CCC(=O)N2)C(C)C)cc1F (stereo unspecified) | 0 | 4 | -9 | 4 | 2.7 | -24 | -0.9 | 0.6 | 5
CC(=O)c1ccc(N2CCN(c3ncc(C(F)(F)F)cc3Cl)CC2)cc1 | -10 | -7 | 1 | 12 | 1.0 | 34 | -0.1 | -1.3 | 3
Cn1c(NNC(=O)CCC2CCCCC2)cc(=O)n(C)c1=O | 3 | 6 | -12 | 7 | / | 12 | 0.6 | 2.4 | -8
Cc1cc(Oc2ccccc2)nc(OCC#N)n1 | 0 | -6 | 3 | 7 | 0.3 | 17 | -0.1 | -0.8 | -1
CCn1cc([N+](=O)[O-])c(C(=O)N2N=C(c3ccc4ccccc4c3)CC2c2ccccc2O)n1 (stereo unspecified) | -3 | 1 | -34 | 15 | 0.4 | 18 | -1.1 | -5.8 | 6
O=C1N(Cc2ccccc2)CCCC12CCCN(Cc1ccccc1)C2=O | 1 | -4 | -13 | 9 | 0.0 | 19 | 0.3 | -3.5 | 1

Source: PubChem
